# SIRT5 block – inhibitors of human sirtuin-5 desuccinylase; Q9NXA8; Purified SirT5, succinyl-peptide AMC, trypsin-coupled fluorescence; inhibition, % at 15 µM; actives 1.1% (n = 330,000); in the data active = inhibition above about 15%; inconclusive = no clear call, values can overlap the other calls
# Target sequence (Q9NXA8 whole entry, looked up): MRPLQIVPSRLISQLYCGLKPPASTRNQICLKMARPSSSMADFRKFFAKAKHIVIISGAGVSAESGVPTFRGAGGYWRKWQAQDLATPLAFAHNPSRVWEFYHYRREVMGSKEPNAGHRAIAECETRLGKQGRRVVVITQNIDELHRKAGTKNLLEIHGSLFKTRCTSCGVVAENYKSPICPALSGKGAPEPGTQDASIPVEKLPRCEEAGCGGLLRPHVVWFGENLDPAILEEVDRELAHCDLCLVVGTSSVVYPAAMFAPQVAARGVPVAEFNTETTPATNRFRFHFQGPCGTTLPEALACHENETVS
# ERp5 inh – blocks human ERp5 reductase activity on insulin | Q15084 | ERp5 insulin aggregation, absorbance 650 nm, 90 min | inhibition, % at 9.99 µM | actives 0.05% (n = 350,000);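 active = mean replicate inhibition above about 25%, with every replicate also reaching it, limit read from the data, passing the limit was not always enough; inconclusive = only one of those two criteria met; inactive = neither criterion met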
# Target sequence (Q15084 whole entry, looked up): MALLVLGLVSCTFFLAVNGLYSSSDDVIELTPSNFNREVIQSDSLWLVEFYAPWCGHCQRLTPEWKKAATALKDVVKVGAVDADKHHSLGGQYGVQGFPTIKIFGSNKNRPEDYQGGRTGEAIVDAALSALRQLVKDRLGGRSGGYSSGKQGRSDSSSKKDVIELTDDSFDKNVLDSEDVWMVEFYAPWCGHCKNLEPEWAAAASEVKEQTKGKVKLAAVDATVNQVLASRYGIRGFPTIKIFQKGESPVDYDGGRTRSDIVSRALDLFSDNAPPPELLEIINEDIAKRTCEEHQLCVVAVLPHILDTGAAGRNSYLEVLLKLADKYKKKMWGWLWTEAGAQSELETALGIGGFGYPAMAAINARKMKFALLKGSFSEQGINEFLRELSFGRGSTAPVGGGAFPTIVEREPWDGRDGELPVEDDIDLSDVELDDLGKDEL
# PglD inh – PglD (C. jejuni) enzyme inhibition. inhibition, % at 12.5 µM. purified PglD enzyme, DTNB colorimetric CoA detection. actives 0.098% (n = 360,000); in the data active = inhibition above about 16%, passing the limit was not always enough; inconclusive = no clear call, values can overlap the other calls; also: strong numbers were not always called active
# E-selectin induc – E-selectin induction on HUVECs; activation, % at 7.58 µM; actives 0.37% (n = 260,000); P16581; AID 686992; HUVEC E-selectin immunofluorescence imaging; normalized: neutral wells 0, TNF-alpha wells 100;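 active = mean E-selectin-positive cell signal at least 10% of the positive control, reached in at least 60% of replicates, without over 20% cell loss; inconclusive = no rule given, readout overlaps actives, possibly toxicity-flagged; inactive = the rest, including those meeting only one limit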;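 also: in these data hits start at about 27%; measured in HUVEC primary endothelial cells; signal is the percent of cells scored E-selectin positive by PE staining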
#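 material = human umbilical vein endothelial cells (HUVEC), E-selectin induction | quantity = 3,000 cells/well | medium = EGM-2 growth medium on 0.1% gelatin-coated wells | technique = immunofluorescence imaging | read-out basis = % PE-positive cells | control set = TNF-alpha positive control, DMSO neutral control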
# C2C12 statin – suppression of simvastatin myotoxicity. C2C12 myotubes + simvastatin, ATP luminescence, 48 h; scaled: DMSO 0, geranylgeraniol control 100. rescue of ATP level, % at 7.49 µM. actives 0.78% (n = 330,000);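 active = mean ATP rescue above about 67%, or every replicate alone reaching that limit, limit read from the data, passing the limit was not always enough; inconclusive = no clear call, values can overlap the other calls; inactive = mean under the limit and some replicate under it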;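 also: myotubes were challenged with 10 µM simvastatin during compound exposure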
# S100A4 MyoIIA – S100A4-myosin IIA interaction inhibition | S100A4/TAMRA-MyoIIA peptide fluorescence polarization | inhibition, % at 10.7 µM | actives 0.14% (n = 360,000) | AID 652163;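 active = mean inhibition of at least 70% across replicates, with every replicate also reaching that level; inconclusive = mean inhibition reaches 70% but some replicates fall short; inactive = mean inhibition below 70%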
# Target sequence (P26447 whole entry, looked up): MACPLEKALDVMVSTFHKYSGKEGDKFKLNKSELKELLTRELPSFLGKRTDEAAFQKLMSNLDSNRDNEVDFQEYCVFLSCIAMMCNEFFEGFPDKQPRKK
#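 assay system = human S100A4 monomer with TAMRA-labelled myosin IIA peptide | also added = labelled myosin peptide probe, 5 nM | incubation = 5 min between mix addition and reading | control set = DMSO and TFP controls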
# DENV2 CPE – protects cells from dengue virus 2 cytopathic effect; actives 1.7% (n = 350,000); CPE inhibition, % at 9.99 µM; DENV2-infected cells, cytopathic effect rescue, plate reader; AID 651640; in the data active = CPE inhibition above about 20%, passing the limit was not always enough; inconclusive = no clear call, values can overlap the other calls; tested in BHK-21 cells;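 also: 0% = median of neutral control wells and 100% = median of positive control wells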
# Starred values were filed as active, the others as inactive; ? = inconclusive; . = no result given; & = joins results of further samples. A portion of the library; rates above refer to the full screens.
SMILES,SIRT5 block,ERp5 inh,PglD inh,E-selectin induc,C2C12 statin,S100A4 MyoIIA,DENV2 CPE
CC(=O)c1c(C)[nH]c(C(=O)OCc2cc(-c3ccco3)on2)c1C,-8.4,1.5,-1.9,-1.2,1.4,-2.2,11.1
CCN(CC)S(=O)(=O)c1cccc(C(=O)N/N=C/c2ccc(OC)c(O)c2)c1,1.3,7.2,-1.1,-1.7,.,1.9,-0.9
N/C(Cc1ccc([N+](=O)[O-])cc1)=N\OC(=O)c1ccco1,-0.1,2.6,.,.,.,-2.6,-4.5
Cc1ccc[n+](CC(=O)N2CCCc3ccccc32)c1,-9.7,-10.7,-0.8,0.2,6.0,38.6,0.7
C[C@H]1CN([C@@H](C)CO)C(=O)c2cccc(NC(=O)c3ccc(-c4nccs4)cc3)c2O[C@H]1CN(C)CC1CCCCC1,-2.7,-1.8,5.0,0.0,2.3,2.2,-2.3
C[C@H]1CN([C@@H](C)CO)C(=O)CCCn2cc(nn2)CO[C@@H]1CN(C)C(=O)NC1CCCCC1,0.0&3.8,4.0&-5.1,0.5&-2.6,0.1,-15.3&4.5,0.7&-1.1,1.8&-5.2
COc1ccc(-n2c(C)cc(/C=C3\SC(=S)NC3=O)c2C)cc1,-6.6,3.7,.,.,.,5.8,6.3
CCN(CC(=O)NCc1cccs1)C(=O)c1ccc(Cl)c(Cl)c1,-2.4,-2.9,6.3,-0.7,4.3,-0.8,7.5
CC[C@]12c3[nH]c4cc(-c5ccco5)ccc4c3CCN1C(=O)[C@@H](CC(=O)NCCCOC)C[C@@H]2C(=O)N1CCN(C(=O)C2CC2)CC1,-6.7,8.3,-0.7,-0.4,5.6,-16.6,6.1
Cc1ccn2c(C(=O)N/N=C/c3ccc(Cl)cc3)c(C)nc2c1,-0.4,4.4,0.0,.,-7.0,1.2,4.1
COc1ccc(NC(=O)CSCC(=O)N(C)Cc2cccc(OC)c2OC)cc1,-2.1,-1.3,-5.4,1.1,-1.9,1.5,-5.0
COc1ccc(NC(=O)C(CC(=O)O)Cc2ccc(Br)cc2)cc1 (stereo not drawn),-6.5,1.7,3.3,.,9.7,-6.9,11.6
Cc1ccc(C(=O)NCCc2nnc3ccc(SCC(=O)Nc4cc(C)on4)nn23)cc1,-1.8,-1.0,3.7,1.4,.,-0.7,1.6
CCCNC(=O)N(C)C[C@@H]1Oc2ncc(C#CC3CC3)cc2C(=O)N([C@@H](C)CO)C[C@H]1C,-6.2,6.6,-2.4,1.4,28.2,16.9,-1.8
COc1cccc(CN2CCN(c3ncccn3)CC2)c1OC,-29.9,-2.8,1.6,1.5,5.8,-0.9,0.2
CSc1cccc(NC(=O)c2cnn3ccccc23)c1,3.1,6.2,.,.,.,-6.5,1.3
CCS(=O)(=O)N1C[C@@H](C)[C@H](OC)CN(C)C(=O)c2ccc(NC(=O)Nc3ccccc3Cl)cc2OC[C@H]1C,0.0,.,.,-0.3,.,-16.9,1.0
CC(Nc1nc(-c2ccccc2F)nc2ccccc12)c1ccccc1 (stereo not drawn),0.9,-1.9,-9.3,2.2,-28.4,3.7,?
CNC(=O)c1cc(C(=O)c2ccc(F)cc2C(F)(F)F)c[nH]1,-2.6,2.5,1.7,-0.1,3.1,0.3,2.3
O=c1[nH]c2c(s1)C(c1ccc(O)cc1)C1C3CCC(C3)C1S2 (stereo not drawn),12.5,-0.9,4.4,0.8,-1.6,-0.7,0.1
Clc1cccc(CSc2nc3ccncc3[nH]2)c1,4.5,7.6,0.3,0.2,2.1,-6.7,-2.9
Cc1ccc(NC(=S)N2CCN(c3ncccn3)CC2)cc1C,2.1,-6.1,.,-2.4,.,5.9,3.4
COc1ccccc1-c1ccc2n(c1=O)C[C@H]1[C@H](CO)[C@@H](C(=O)N3CCOCC3)[C@@H]2N1CC1CC1,-4.2,5.2,2.1,-0.1,24.1,5.3,1.5
Cc1ccc2nc(-c3cccc(Br)c3)c(Cc3cccc(Cl)c3)n2c1,-1.1,25.3*,5.8,.,5.0,-5.3,53.9*

# Quoted at random: 5 compounds from above
SMILES,SIRT5 block,ERp5 inh,PglD inh,E-selectin induc,C2C12 statin,S100A4 MyoIIA,DENV2 CPE
C[C@H]1CN([C@@H](C)CO)C(=O)CCCn2cc(nn2)CO[C@@H]1CN(C)C(=O)NC1CCCCC1,0.0&3.8,4.0&-5.1,0.5&-2.6,0.1,-15.3&4.5,0.7&-1.1,1.8&-5.2
CC(Nc1nc(-c2ccccc2F)nc2ccccc12)c1ccccc1 (stereo not drawn),0.9,-1.9,-9.3,2.2,-28.4,3.7,?
Cc1ccc(C(=O)NCCc2nnc3ccc(SCC(=O)Nc4cc(C)on4)nn23)cc1,-1.8,-1.0,3.7,1.4,.,-0.7,1.6
Cc1ccc[n+](CC(=O)N2CCCc3ccccc32)c1,-9.7,-10.7,-0.8,0.2,6.0,38.6,0.7
O=c1[nH]c2c(s1)C(c1ccc(O)cc1)C1C3CCC(C3)C1S2 (stereo not drawn),12.5,-0.9,4.4,0.8,-1.6,-0.7,0.1

# Other results follow.
SMILES,SIRT5 block,ERp5 inh,PglD inh,E-selectin induc,C2C12 statin,S100A4 MyoIIA,DENV2 CPE
CCCc1cc(N2CCOCC2)n2ncc(-c3ccccc3)c2n1,-11.8,-4.4,-7.4,2.0,-29.0,5.9,1.1
Cc1ccccc1-c1ccc([C@H]2[C@H]3CN(C(=O)Nc4cccc(F)c4)CC(=O)N3[C@H]2CO)cc1,-2.1,2.8,.,0.3,.,-0.6,-7.3
CC(Oc1ccccc1)C(=O)NC1=NCCS1 (stereo not drawn),2.1,2.8,.,5.7,.,-6.8,2.1
NC(=O)c1cc(N)ccc1N1CCCCC1,-2.4,3.6,.,.,.,-8.4,.
COc1ccccc1-c1cc(N)n(S(=O)(=O)c2cccc3nsnc23)n1,2.6,-1.7,-0.8,0.1,6.9,-5.0,-0.4
O=CN1N=C(c2ccccc2)CC1c1ccc(Cl)cc1 (stereo not drawn),-0.9,2.6,-0.3,.,-3.4,4.5,?
Cc1ccc(NC(=O)C2CC(=O)Nc3nncn32)cc1 (stereo not drawn),6.4,2.6,.,.,.,-2.4,-1.6
O=C1CNC(=S)N1Cc1cccc(Cl)c1,10.8,-0.5,1.7,0.4,6.2,-1.0,-3.7
COc1ccc(CCC(=O)NCCc2nc3ccccc3[nH]2)cc1,-4.8,1.9,.,3.4,.,1.6,2.5
CC(=O)Nc1ccc(NC(=O)c2ccc(S(=O)(=O)N(C)c3ccccc3)cc2)cc1,-1.6,-0.5,1.7,-0.5,0.3,13.8,1.7
C[C@H]1CN([C@@H](C)CO)S(=O)(=O)c2ccc(-c3cncnc3)cc2O[C@H]1CN(C)C(=O)CC1CC1,-1.1,-2.8,1.8,0.7,-4.8,-3.6,3.1
CCCc1cc(=O)oc2c3c(cc(OCC(=O)N4CCC[C@H]4C(=O)O)c12)OC(C)(C)CC3,.,1.1,-5.0,.,-2.3,-9.3,-20.4
Cc1noc(C)c1NC(=O)Nc1ccc2c(c1)C(=O)N([C@@H](C)CO)C[C@H](C)[C@@H](CN(C)C(=O)CCCN(C)C)OCCCC[C@H](C)O2,.,11.7,.,-0.2,.,12.7,-13.8
O=C(Nc1cc(S(=O)(=O)N2CCCCC2)ccc1N1CCOCC1)c1ccc(C(F)(F)F)cc1,3.7,2.0,.,.,1.1,-6.1,-10.5
CCS(=O)(=O)Nc1ccc2c(c1)C(=O)N(C)C[C@@H](OC)[C@@H](C)CN(CC1CCCC1)[C@H](C)CO2,.,.,-0.9,0.2,11.1,.,.
COc1ccc(S(=O)(=O)Nc2ccc3c(c2)C(=O)N([C@@H](C)CO)C[C@H](C)[C@H](CN(C)C(=O)Nc2c(C)noc2C)OCCCC[C@H](C)O3)cc1,-5.4,-1.1,-0.8,0.4,22.3,15.8,8.8
O=C([C@H]1N[C@H]2c3ccc(-c4ccccc4F)c(=O)n3C[C@H]2[C@@H]1CO)N1CCCCC1,-8.4,-1.6,-1.0,0.4,-7.6,0.7,5.1
COCC(=O)Nc1ccc2c(c1)OC[C@H](C)N(C)C[C@H](C)[C@@H](OC)CN(C)C2=O,1.3,-0.7,.,0.0,.,4.5,-12.9
COC(=O)C(C)(C)ONC(=O)Nc1ccccc1Cl,-6.0,-7.6,.,.,.,-3.1,4.7
CCC(=O)N1C[C@H](C)[C@H](OC)CN(C)C(=O)c2ccc(NC(=O)c3cc(C)on3)cc2OC[C@@H]1C,.,.,-0.9,0.0,-3.9,.,.
Cc1cccc(NC(=O)C2CCN(C(=O)c3ccc(F)cc3)CC2)n1,-8.1,3.2,-1.6,-0.6,-4.8,-1.7,-6.9
Cc1ccc(NC(=S)Nc2ccc(S(=O)(=O)N3CCOCC3)cc2)cc1S(=O)(=O)N1CCOCC1,-6.2,5.9,8.3,-1.0,-1.1,-0.8,.
Cc1ccc2cccc(N)c2n1,-0.8,5.3,2.0,-1.6,14.8,3.0,-3.1
O=C(NC[C@@H]1[C@@H](c2ccccc2)[C@H](CO)N1Cc1ccccn1)C1CCCC1,7.7,5.1,-0.5,0.8,-4.9,-3.6,4.5
CC1=CC(=O)C=C/C1=C(/c1ccc(O)cc1C)c1ccccc1S(=O)(=O)O,5.6,-9.1,1.1,.,-9.8,3.1,-10.8
CCc1nc2ccc(C(=O)Nc3ccc(OC)c(OC)c3)cn2c1N(C)Cc1nccs1,-1.0,0.5,-0.4,0.0,23.3,0.6,-1.1
Cc1nonc1N1CCN(Cc2cn[nH]c2-c2ccc(F)cc2F)CC1,-5.0,-8.8,.,.,.,-3.7,1.9
Cc1ccc(C2=C/C(=C\c3cccnc3)C(=O)O2)cc1,5.4,1.0,49.3*,.,.,3.9,-1.7
CC(NC(=O)COc1ccccc1)C(=O)N1CCN(c2ccc(F)cc2)CC1 (stereo not drawn),-6.4,5.4,-3.2,-0.5,0.3,1.0,-2.7
Nc1ccc(S(=O)(=O)NCC(=O)OC2CCOC2=O)cc1[N+](=O)[O-] (stereo not drawn),-1.0,-5.2,-2.9,.,5.0,1.4,4.2
CC1(C(=O)NCc2cc(F)cc(C(F)(F)F)c2)C=CC2(CCCCC2)N1C(=O)c1ccccc1 (stereo not drawn),24.4*,6.1&2.3,1.3,0.0,28.5,0.6&-7.3,100.1*
CCCNC(=O)N1C[C@@H](C)[C@@H](OC)CN(C)C(=O)c2cc(NS(=O)(=O)CC)ccc2OC[C@@H]1C,-5.3,6.7,-2.3,-0.2,-15.3,2.6,-6.9
Cc1nnc(SCCC(=O)Nc2ccccc2Cl)o1,0.7,1.9,2.1,-0.1,19.2,3.7,?
COc1ccc(C(Nc2ccccn2)c2oc(CO)cc(=O)c2O)cc1 (stereo not drawn),0.5,6.8,.,.,-1.7,-16.8,2.2
COc1ccc(N(C2=NCCCS2)S(=O)(=O)c2ccc(C(C)(C)C)cc2)cc1,-0.3,2.1,-6.7,3.1,-10.1,-1.8,-2.2
CCC(C)c1ccccc1NC(=O)c1cccnc1 (stereo not drawn),-2.1,7.6,11.9,.,13.7,-6.5,0.3
CCC(C)(C)NC(=O)CCCSc1nc2ccccc2s1,-1.5,-1.2,.,.,.,-4.8,-0.8
O=C(CN1CCOCC1)Nc1ccc(Cl)cc1,-0.8,-6.5,-2.2,.,3.1,4.7,-5.3
COc1cccc(CN2[C@@H](CO)[C@@H](c3ccccc3)C23CN(C(=O)C2CCCCC2)C3)c1,2.8,-2.7,.,0.2,.,-3.3,-6.9
C[C@H](CO)N1C[C@H](C)[C@H](CN(C)S(=O)(=O)c2cn(C)cn2)Oc2c(NC(=O)CCCCCC(=O)Nc3ccccc3N)cccc2C1=O,3.2,2.5,.,-3.2,.,1.1,-4.8
C[C@H](CO)N1C[C@H](C)[C@@H](CN(C)C(=O)Nc2ccc(C(F)(F)F)cc2)Oc2ccc(NC(=O)Nc3ccc(F)cc3)cc2CC1=O,.,.,-2.8,5.3,-1.0,.,-2.5
COc1ccc(C2=CC(=O)C[C@H](c3ccc(OC)cc3)C2)cc1,.,-1.8,3.3,0.5,-2.1,-6.4,7.3

# Source: PubChem BioAssay
